Screening results deposited in PubChem by Southern Research Specialized Biocontainment Screening Center.
H37Rv inhibition: M. tuberculosis growth inhibition, HTS (AID 449762). M. tuberculosis H37Rv growth inhibition, 7H9 media; higher % means a stronger effect. one-dose inhibition, % at 25 µM; IC50 in µM for titrated hits. hit rate 0.59% among 330,000; in the data active means a potency from the dose series; inconclusive means inhibition above about 70% without an active follow-up result;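 further: bacterial growth assessed after seven days of incubation; strong numbers were not always called active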
inhibitors of VEEV: inhibitors of VEEV TC-83 cytopathic effect, confirmation, Vero cells (AID 588727). Vero cells, VEEV TC-83 cytopathic effect inhibition; higher % means a stronger effect. one-dose inhibition, % at 20 µM; IC50 in µM for titrated hits. hit rate 0.13% among 350,000; in the data active means a potency from the dose series; inconclusive means inhibition mostly from about 14% at the one dose, without a potency; inactive means the rest, 99 in 100 with inhibition below about 12%; further: strong numbers were not always called active
tuberculosis growth: growth inhibition of non-replicating M. tuberculosis (AID 488890) | inhibition, % at 25 µM; hits with a dose series show IC50 in µM | Mycobacterium tuberculosis non-replicating, growth inhibition; higher % means a stronger effect | hit rate 0.39% among 320,000; in the data active means a potency from the dose series; inconclusive means inhibition mostly from about 82% at the one dose, without a potency; inactive means the rest, 99 in 100 with inhibition below about 76%;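 further: plate controls were DMSO cells for no effect and high antibiotic wells for full effect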
PhoP GFP inhibition: Inhibition of PhoP regulon, Salmonella typhi GFP reporter cells, confirmation, 4 h (AID 1850); inhibition, % at 50 µM; hits with a dose series show IC50 in µM; Salmonella Typhi PhoP-promoter GFP reporter, fluorescence, 4 h; higher % means a stronger effect; hit rate 0.33% among 310,000; in the data active means a potency from the dose series; inconclusive means inhibition mostly from about 25% at the one dose, without a potency; inactive means the rest, 99 in 100 with inhibition below about 19%;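 further: 0% = induced wells with vehicle and 100% = uninduced wells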
influenza NS1A: NS1A inhibition, H1N1 influenza, cell based functional assay (AID 504329); NS1A functional cell-based assay, percent inhibition; higher % means a stronger effect; inhibition, % at 12.5 µM, or IC50 in µM where a hit was titrated; hit rate 0.3% among 340,000; in the data active means a potency from the dose series; inconclusive means inhibition above about 27% without an active follow-up result; further: strong numbers were not always called active
* = called active by the depositor; i = inactive; u = inconclusive; x = not tested or not shown.

no.	SMILES	H37Rv inhibition	inhibitors of VEEV	tuberculosis growth
1	CC1CC(NC(=O)C2C3CCC(O3)C2C(=O)O)CC(C)(C)C1 (stereo not drawn)	5%	1.2%	-5%
2	O=C(CN1C(=O)CCS(=O)(=O)c2ccccc21)Nc1cccc(F)c1	-4%	1.9%	10%
3	O=C(CCC(=O)Nc1ccccc1)N/N=C/C=C/c1ccccc1	0%	1.8%	6%
4	N#Cc1ccccc1NC(=O)C1SC(=Nc2ccccc2)C(C(=O)Nc2ccc(Cl)cc2)=C1N (stereo not drawn)	13%	13%	42%
5	CCOC(=O)CN1C(=O)S/C(=C\c2ccc(-c3ccc(C(=O)O)c(Cl)c3)o2)C1=O	12%	2.2%	-4%
6	COc1ccccc1/C=N/Nc1cc(N(C)C)nc(N(C)C)n1	-1%	6.0%	38%
7	CNS(=O)(=O)c1ccc(NC(=O)c2ccc(Cl)cc2Cl)cc1	1%	7.5%	-22%
8	Cc1cc(NC(=O)CSCC(=O)Nc2nc3c(C)cccc3s2)no1	-2%	7.5%	10%
9	O=S(=O)(NCCSc1ccccn1)c1ccc(Br)cc1	4%	0.3%	-1%
10	Cc1ccc(S(=O)(=O)CCc2nnc(NC(=O)c3cccs3)s2)cc1	11%	1.1%	-19%
11	COc1cccc(NC(=O)N2CCCC2)c1	5%	i	9%
12	Cc1ccc(C(=O)NCc2ccco2)cc1S(=O)(=O)N1CCCCC1	-1%	i	-3%
13	CNS(=O)(=O)c1c(C)cc(C)c(N(C)S(=O)(=O)c2ccccc2)c1C	-4%	0.6%	15%
14	Cc1cc([P+](=O)O)c(C)n1-c1ccc(Br)cc1	-2%	0.5%	9%
15	O=C(CN(C(=O)C1CSC(=O)C1)c1ccc(F)cc1)NCc1ccc2c(c1)OCO2 (stereo not drawn)	0%	1.3%	-7%

no.	PhoP GFP inhibition	influenza NS1A
1	-10%	-6%
2	-1%	-5%
3	12%	0%
4	-24%	-1%
5	-8%	-2%
6	8%	11%
7	19%	-10%
8	-10%	5%
9	4%	-6%
10	-6%	-3%
11	-4%	-6%
12	-2%	7%
13	6%	-14%
14	0%	-2%
15	3%	17%

Further compounds:
no.	SMILES	H37Rv inhibition	inhibitors of VEEV	tuberculosis growth
16	Cn1cc2ccc([N+](=O)[O-])cc2n1	6%	0.8%	2%
17	Cc1ccc(N/C(SCc2ccccc2C)=C(/C#N)C(=O)NCc2ccco2)cc1C	10%	i	13%
18	CC1CN=C(NC(C)c2ccccc2)S1 (stereo not drawn)	-4%	1.1%	6%
19	CCc1cc(C(=O)c2ccc(OC)cc2)c(N)s1	1%	4.0%	11%
20	CN(C)CCSCc1nnc2n1-c1ccc(Cl)cc1C(c1ccccc1Cl)=NC2	-2%	0.2%	37%
21	O=c1c(C(c2ccccc2)c2c(O)sc3ccccc3c2=O)c(O)sc2ccccc12	3%	0.5%	u
22	NS(=O)(=O)c1ccc(CNC(=O)Cc2ccccc2F)cc1	2%	0.7%	2%
23	O=C1CC(c2ccc(Cl)cc2)CC(=O)C1CS(=O)(=O)c1ccccc1 (stereo not drawn)	6%	0.3%	42%
24	COc1ccc(-c2nnc(NC(=O)c3cc(C)on3)s2)cc1	u	0.6%	x
25	CCOC(=O)N1CCN(C(=O)CC(=O)Nc2ccc3nc4n(c(=O)c3c2)CCCCC4)CC1	-2%	0.2%	-7%
26	CCOC(=O)C1=C(C)Nc2ccccc2N=C1NC(=O)C(CC)c1ccccc1 (stereo not drawn)	0%	0.3%	22%
27	Cn1c(SCC(=O)Nc2ccc3c(c2)OCCO3)nnc1-c1cccnc1	1%	0.8%	16%
28	COc1ccc(OCC(=O)NNC(=S)NC(=O)C2CCCCC2)cc1	11%	4.6%	66%
29	CCOc1ccc(CNC(=S)NCc2ccc(OCC)cc2)cc1	u	i	u
30	CC1=C(C(=O)Nc2ccccc2)C(c2cccs2)n2nnnc2N1 (stereo not drawn)	-3%	1.7%	6%

no.	PhoP GFP inhibition	influenza NS1A
16	-5%	2%
17	-2%	5%
18	-7%	-9%
19	6%	x
20	2%	-13%
21	-5%	-10%
22	-3%	2%
23	7%	-1%
24	-3%	4%
25	9%	-3%
26	2%	2%
27	-3%	-9%
28	9%	-22%
29	2%	10%
30	-9%	23%

(next part)
no.	SMILES	H37Rv inhibition	inhibitors of VEEV	tuberculosis growth
31	Cc1ccc(NC(=O)C(C)S)cc1 (stereo not drawn)	-2%	0.1%	12%
32	CCCN(CC(=O)Nc1ccc(F)c(F)c1F)CC(=O)Nc1c(C)n(C)n(-c2ccccc2)c1=O	3%	0.6%	x
33	Cc1ccc2c(c1)N(C(=O)c1ccco1)C(C)(C)c1ssc(=S)c1-2	-5%	1.3%	-3%
34	Cn1c(N)c(S(=O)(=O)NCc2ccccc2)c(=O)n(C)c1=O	-10%	0.3%	-2%
35	O=C(O)CSCC(=O)Nc1ccc(S(=O)(=O)N2CCCCC2)cc1	-3%	i	5%
36	CC1CN(C(=S)Nc2ccccc2F)CC(C)O1 (stereo not drawn)	-3%	1.2%	-6%
37	CC(C#N)Sc1nnc(-c2ccccc2F)n1C1CC1 (stereo not drawn)	-3%	0.4%	-10%
38	CSc1nnc(-c2ccccc2SC)o1	-7%	2.5%	-5%
39	O=C1NC(Cc2ccccc2)c2nc3ccc(Br)cc3c(=O)n2-c2cc(Cl)ccc21 (stereo not drawn)	1%	x	40%
40	Cc1ccccc1OCCC(=O)N(CC(=O)Nc1ccccc1C(F)(F)F)Cc1ccco1	-6%	4.5%	11%
41	Cc1ccc[n+](C(C)C(=O)Nc2ccc(C)c([N+](=O)[O-])c2)c1 (stereo not drawn)	2%	0.9%	-12%
42	CC(C)CCNC(=O)C1CC(c2ccc(C(F)(F)F)cc2)=NO1 (stereo not drawn)	-2%	1.4%	62%
43	Cc1ccc(C)c(N2CCN(C(=O)CCCCCn3c(=S)[nH]c4ccc(N5CCOCC5)cc4c3=O)CC2)c1	9%	u	0%
44	Clc1nc(NCCc2ccccc2)c2cn[nH]c2n1	x	3.1%	x
45	Cc1nn(-c2ccccc2)c(C)c1[N+](=O)[O-]	-1%	0.3%	3%

no.	PhoP GFP inhibition	influenza NS1A
31	-4%	0%
32	x	-6%
33	10%	26%
34	7%	8%
35	4%	1%
36	1%	-6%
37	7%	-8%
38	17%	-6%
39	x	x
40	10%	2%
41	-5%	2%
42	6%	-1%
43	-1%	-3%
44	x	1%
45	8%	-4%

Among those listed so far, these contain a cyano group:
no.	SMILES	H37Rv inhibition	inhibitors of VEEV	tuberculosis growth
4	N#Cc1ccccc1NC(=O)C1SC(=Nc2ccccc2)C(C(=O)Nc2ccc(Cl)cc2)=C1N (stereo not drawn)	13%	13%	42%
17	Cc1ccc(N/C(SCc2ccccc2C)=C(/C#N)C(=O)NCc2ccco2)cc1C	10%	i	13%
37	CC(C#N)Sc1nnc(-c2ccccc2F)n1C1CC1 (stereo not drawn)	-3%	0.4%	-10%

no.	PhoP GFP inhibition	influenza NS1A
4	-24%	-1%
17	-2%	5%
37	7%	-8%

The results go on.
no.	SMILES	H37Rv inhibition	inhibitors of VEEV	tuberculosis growth
46	CC(C)C(=O)Nc1cccc(C(=O)NCCc2ccc(S(N)(=O)=O)cc2)c1	-12%	3.8%	-5%
47	COc1ccc(CN(C(=O)c2ccc3c(c2)OCCO3)C(C(=O)NC2CCCCC2)c2ccc3ncccc3c2)cc1 (stereo not drawn)	u	i	68%
48	CCCS(=O)(=O)n1nc(-c2ccccc2)cc1N	1%	0.1%	10%
49	Cc1ccc(OCCC(=O)N(CCC(C)C)c2c(N)n(Cc3ccccc3)c(=O)[nH]c2=O)cc1	4%	3.9%	26%
50	CN1CCN(C(=O)CCc2nc3ccccc3c(=O)[nH]2)CC1	5%	5.2%	-1%
51	CC(=O)c1ccc(NC(=O)C(C)OC(=O)CCN=C2NS(=O)(=O)c3ccccc32)cc1 (stereo not drawn)	-7%	2.0%	-13%
52	COC(=O)c1ccccc1NC(=O)CCCCCn1nnc2ccccc2c1=O	-3%	i	38%
53	CCOC(=O)c1ccc(NC(=O)CN(C)S(=O)(=O)c2ccc(OC)cc2)cc1	-11%	i	5%
54	CN(CC(=O)NC1CCCCC1)S(=O)(=O)c1ccc2c(c1)c(=O)n(C)c(=O)n2C	10%	1.8%	2%
55	Cc1ccccc1-c1cccc(CN2CCN(C)C(CCO)C2)c1 (stereo not drawn)	6%	i	5%
56	COC(=O)c1sccc1NC(=O)c1ccccc1	3%	0.1%	60%
57	COCCn1c(SCC(=O)c2c[nH]c3ccccc23)nnc1-c1ccncc1	-4%	1.2%	-7%
58	CCNc1nc(NC(C)(C)C)nc(N2CCCC2)n1	13%	i	u
59	COCCOC(=O)c1c(N)n(Cc2ccccc2)c2nc3ccccc3nc12	4%	7.9%	23%
60	CO/N=C/c1ccc(Sc2ccc(C)cc2)c([N+](=O)[O-])c1	-1%	1.8%	-8%

no.	PhoP GFP inhibition	influenza NS1A
46	-2%	4%
47	-6%	-1%
48	-15%	30%
49	-3%	-9%
50	-7%	-20%
51	-6%	-6%
52	-6%	-3%
53	-1%	-13%
54	11%	9%
55	3%	-10%
56	0%	-7%
57	2%	-3%
58	6%	2%
59	-4%	-11%
60	-8%	1%

One compound at a time (already shown). Order of screens: H37Rv inhibition, inhibitors of VEEV, tuberculosis growth, PhoP GFP inhibition, influenza NS1A
COCCn1c(SCC(=O)c2c[nH]c3ccccc23)nnc1-c1ccncc1 is entered as -4%, 1.2%, -7%, 2%, -3%
CCCS(=O)(=O)n1nc(-c2ccccc2)cc1N is entered as 1%, 0.1%, 10%, -15%, 30%
Cc1ccc(OCCC(=O)N(CCC(C)C)c2c(N)n(Cc3ccccc3)c(=O)[nH]c2=O)cc1 is entered as 4%, 3.9%, 26%, -3%, -9%
CN1CCN(C(=O)CCc2nc3ccccc3c(=O)[nH]2)CC1 is entered as 5%, 5.2%, -1%, -7%, -20%

(list continues)
no.	SMILES	H37Rv inhibition	inhibitors of VEEV	tuberculosis growth
61	O=C(CN1C(=O)C2CCCCC2C1=O)N1CCN(c2ccc(F)cc2)CC1 (stereo not drawn)	-7%	2.2%	-11%
62	Nc1ccn(CC(=O)N[C@H](CO)Cc2c[nH]c3ccccc23)c(=O)n1	-2%	1.0%	9%
63	Fc1cccc(/C=N/NC(=S)Nc2ccccc2Cl)c1	0%	1.1%	-9%
64	COC(=O)c1ccc(NC(=O)C2CC2)o1	-1%	0.4%	-4%
65	COc1ccc(CC(=O)N(CCN(C)C)CC2CCCN(Cc3ccccc3F)C2)cc1 (stereo not drawn)	-6%	0.2%	-7%
66	CCN(C(=O)c1cccnc1)c1ccccc1	-8%	0.9%	-8%
67	O=C(/C=C/c1ccc(Cl)cc1)N1CCOCC1	1%	0.1%	13%
68	CCSc1nnc(NC(=O)C2CC(=O)N(Cc3ccc(C)cc3)C2)s1 (stereo not drawn)	1%	0.8%	-9%
69	COc1ccc(S(=O)(=O)N2CCCCC2)cc1NS(=O)(=O)c1ccccc1	-5%	4.8%	4%
70	Cc1cccc(NC(=O)CSCC(=O)N=c2sccn2C)c1	3%	1.9%	-5%
71	CCCC1(CC)C(=O)NC(=O)N=C1N (stereo not drawn)	x	i	x
72	O=C(CSc1ccccc1C(=O)N1CCN(c2ccccc2)CC1)N1CCCC1	3%	0.8%	-4%
73	Cc1ccc(S(=O)(=O)Nc2ccc(SC(F)F)cc2)c(C)c1	-2%	i	16%
74	Cc1ccc(S(=O)(=O)N(CC(=O)Nc2cccnc2)c2cccc([N+](=O)[O-])c2)cc1	2%	6.4%	16%
75	C/C(=N\NC(=O)COc1ccc(C)cc1C(C)C)c1ccc(-n2ccnc2)cc1	64%	9.0%	26%

no.	PhoP GFP inhibition	influenza NS1A
61	-6%	2%
62	x	-6%
63	11%	9%
64	5%	0%
65	11%	-1%
66	-2%	14%
67	7%	0%
68	1%	3%
69	x	1%
70	5%	4%
71	x	-16%
72	x	-2%
73	9%	16%
74	8%	9%
75	-6%	5%

(further entries)
no.	SMILES	H37Rv inhibition	inhibitors of VEEV	tuberculosis growth
76	C=CCNC(=O)c1onc(CSc2cc(C)cc(C)c2)c1C(=O)NCC=C	15%	1.1%	2%
77	C/C(Cn1cnc([N+](=O)[O-])n1)=N/NC(=O)COc1ccccc1Cl	5%	i	-14%
78	OCC1(CCCc2ccccc2)CCN(Cc2cc(F)ccc2F)CC1	6%	i	18%
79	COc1ccc2sc(NCc3ccccc3)nc2c1	2%	1.2%	42%

no.	PhoP GFP inhibition	influenza NS1A
76	-11%	-3%
77	-1%	-1%
78	-9%	-1%
79	-29%	-2%
